High-throughput results deposited in PubChem BioAssay by National Center for Advancing Translational Sciences (NCATS).
GALK inh: inhibitors of human galactokinase; P51570; Purified GALK, Kinase-Glo residual ATP luminescence; Potency, µM (series often up to 57.5 µM), without a hit: at the top dose activity change, negative = inhibition, usual class: inhibitors; 270,000 tested, 0.007% active; AID 1868; also: potency is read from the fitted curve at half-maximal effect; % is scaled to controls: 0 for no effect and ±100 for the full control effect
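Galactose (100 uM) and ATP (35 uM) were turned over by 5 nM GALK for 1 h at RT. Kinase-Glo Plus then converted the remaining ATP into a luminescent signal.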
Mito fusion yeast: inhibitors of mitochondrial division or activators of mitochondrial fusion | Potency, µM (series often up to 46.1 µM), without a hit: at the top dose growth rescue (activation), usual class: activators | S. cerevisiae fusion-defective mutant growth rescue, CellTiterGlo 48 h | AID 485298 | 320,000 tested, 0.23% active;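 also: potency is read from the fitted curve at half-maximal effect; % of control where 0% means no effect; nearly all actives have a fitted effect of over 45% in size; temperature-sensitive fusion mutants such as fzo1-1 at 37 °C on non-fermentable ethanol glycerol medium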
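S. cerevisiae fusion-defective temperature-sensitive mutants (e.g. fzo1-1, mgm1-5) grown 48 h at 37C in YPEG (ethanol/glycerol non-fermentable) medium with 23 nl compound per well; growth rescue read as CellTiterGlo luminescence.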
Menin-MLL TR inh: inhibitors of human menin-MLL interaction, mutant MLL peptide; O00255; Menin + Texas Red MLL mutant peptide, fluorescence polarization; Potency, µM (series often up to 61.6 µM), inactives show top-dose FP activity change, negative = inhibition, usual class: inhibitors; 270,000 tested, 0.23% active; AID 1768; active = well fitted inhibition curve with a large enough effect in the polarisation, with a control signal flat, not every such curve was filed as active; inconclusive = small, poorly fitted or top-dose-only effect, or effect the other way, or a change in a side signal; inactive = no such curve, though single readings can be large or run the other way; the % refers to the polarisation; also: potency is read from the fitted curve at half-maximal effect; % of control where 0% means no effect; many of its hits are not listed in these tables
PKM2 act: increases activity of human pyruvate kinase M2; P14618; purified PKM2, Kinase-Glo ATP luminescence, activation; response scale: 0% is enzyme alone, no compound; Potency, µM (doses to about 57.5 µM), for inactives: top-dose activation, actives largely listed as activators; 260,000 tested, 0.34% active; AID 1631; also: potency is read from the fitted curve at half-maximal effect; % is scaled to controls: 0 for no effect and ±100 for the full control effect; nearly all actives have a fitted effect of over 55% in size
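Purified hPK-M2 (>95% pure) converted ADP (0.1 mM final) to ATP with 0.5 mM PEP in 50 mM imidazole pH7.2, KCl, MgCl2, Tween 20, BSA; 1 h at room temperature. ATP detected by Kinase-Glo luminescence.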
BCR signal inh: blocks chronic active B-cell receptor signaling; ABC-DLBCL IkBa-CBG/CBR reporter, luminescence ratio, 4 h; Potency, µM (doses to about 46.1 µM), for the others: at the top dose ratio change, negative = lower green/red ratio, actives largely listed as inhibitors; 340,000 tested, 0.05% active; active = well fitted inhibition curve with a large enough effect in the signal ratio, with a control signal flat, not every such curve was filed as active; inconclusive = small, poorly fitted or top-dose-only effect, or effect the other way, or a change in a side signal; the % refers to the signal ratio;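 also: potency is read from the fitted curve at half-maximal effect; plate controls were basal doxycycline-induced cells for no effect and cells given 10 µM MG132 for full effect; MG132 reads +100%, hits lower the ratio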
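Compounds up to 46 uM were incubated four hours with TMD8 cells whose green CBG68 luciferase is fused to IkappaBalpha; red CBR luminescence normalised the signal, and concentration-effect curves were fitted to fusion, red and ratio data.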
MBNL1 CUG block: MBNL1-poly(CUG) RNA binding inhibition. Potency, µM (top dose mostly 57.5 µM), for the others: at the top dose activity change, negative = inhibition, hits mostly inhibitors. 280,000 tested, 0.036% active. AID 2675. Q9NR56. TR-FRET MBNL1-His/biotin-(CUG)12 binding, 665/545 ratio; active = well fitted inhibition curve with a large enough effect in the signal ratio, with a control signal flat, not every such curve was filed as active; inconclusive = small, poorly fitted or top-dose-only effect, or effect the other way, or a change in a side signal; inactive = no such curve, though single readings can be large or run the other way; the % refers to the signal ratio; also: potency is read from the fitted curve at half-maximal effect; % is scaled to controls: 0 for no effect and ±100 for the full control effect
Target sequence (Q9NR56 whole entry, looked up): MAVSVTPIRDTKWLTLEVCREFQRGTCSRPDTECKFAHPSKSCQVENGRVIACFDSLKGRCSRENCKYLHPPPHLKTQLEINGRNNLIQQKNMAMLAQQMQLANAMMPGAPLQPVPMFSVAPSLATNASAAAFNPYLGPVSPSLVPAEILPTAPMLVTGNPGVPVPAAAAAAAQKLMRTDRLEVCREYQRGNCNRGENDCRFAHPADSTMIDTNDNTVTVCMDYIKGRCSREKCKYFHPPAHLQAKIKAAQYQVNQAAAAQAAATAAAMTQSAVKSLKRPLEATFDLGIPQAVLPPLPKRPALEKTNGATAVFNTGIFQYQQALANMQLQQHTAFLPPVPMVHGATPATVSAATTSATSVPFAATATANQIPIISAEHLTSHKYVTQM
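Inhibition of protein-RNA binding appears as loss of TR-FRET between terbium anti-His antibody on MBNL1-His and streptavidin-XL665 on biotin-(CUG)12. Activity is normalized to buffer-only and uninhibited-complex controls.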
Eya2 phos inh: blocks the phosphatase activity of human Eya2 | Potency, µM (doses to about 76.9 µM), for inactives: at the highest dose activity, negative = inhibition, hits mostly inhibitors | O00167 | recombinant Eya2, OMFP fluorescence dephosphorylation (OMFP is methylfluorescein phosphate) | AID 488837 | 330,000 tested, 0.006% active; also: potency is read from the fitted curve at half-maximal effect; % is scaled to controls: 0 for no effect and ±100 for the full control effect
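Eya2 (0.2 uM) preincubated 10 min at ambient with compound, then OMFP substrate added at 50 uM; 10 min reaction in 50 mM HEPES pH 7.5, 50 mM NaCl, 5 uM MgCl2, 0.05% BSA, 1 mM DTT. Fluorescence read at Ex 485/Em 525 nm.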
hERG WT inh: KCNH2 (human, wildtype) channel inhibition; 340,000 tested, 0.37% active; U2OS, BacMam KCNH2, thallium flux FluxOr; stronger effect = lower value; Q12809; activity change, % at 1.84 µM; AID 720551;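 active = maximum activity change below -70%; inconclusive = maximum activity change between -70% and -50%; inactive = maximum activity change above -50%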; also: % is scaled to controls: 0 for no effect and ±100 for the full control effect
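U2OS cells transduced with wild-type KCNH2 virus are loaded with FluxOr dye for 45 min, and thallium flux is measured in kinetic reads before and after stimulation buffer. Rate constants are normalized to DMSO controls.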
ASM inhibitor: human S-ASM enzyme inhibition; Potency, µM (titrated, usually from 57.5 µM), without a hit: at the top dose activity change, negative = inhibition, hits mostly inhibitors; AID 504937; 340,000 tested, 0.006% active; placental ASM, HMU-PC fluorogenic substrate, 60 min; also: potency is read from the fitted curve at half-maximal effect
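Human placenta-derived ASM preincubated with compound 10 min at room temperature, then reacted with 9 uM (final) fluorogenic HMU-PC substrate for 60 min at 37 C. Stop solution raises pH to 10; fluorescence read at Ex 386/Em 447 nm.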
TSHR antagonist: human thyrotropin receptor antagonism. TSHR-expressing cells, TSH-stimulated cAMP HTRF, 2 h; stronger effect = lower value. activity change, negative = inhibition, % at 11.5 µM. 330,000 tested, 0.2% active. AID 504810;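 active = activity change below a set negative limit, meaning inhibition stronger than a set level, cut at about -70% in these data; inconclusive = activity change between two set negative limits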; also: % is scaled to controls: 0 for no effect and ±100 for the full control effect
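Competitive HTRF cAMP read-out (cryptate anti-cAMP antibody, cAMP-d2; 30 min, room temperature) in freshly harvested TSHR cells. Compounds added before TSH at EC80 (4nM final), followed by 2 hours' incubation at 37 deg C.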
USP2a block: inhibitors of human ubiquitin-specific protease USP2a | O75604 | USP2 core, Ub-CHOP2 coupled fluorogenic reporter, 485/531 | Potency, µM (doses to about 38.3 µM), inactives show at the highest dose activity change, negative = inhibition, actives largely listed as inhibitors | 330,000 tested, 0.01% active | AID 463254;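 also: potency is read from the fitted curve at half-maximal effect; plate controls were DMSO wells for no effect and full inhibition by NEM control for full effect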
Target sequence (O75604 whole entry, looked up): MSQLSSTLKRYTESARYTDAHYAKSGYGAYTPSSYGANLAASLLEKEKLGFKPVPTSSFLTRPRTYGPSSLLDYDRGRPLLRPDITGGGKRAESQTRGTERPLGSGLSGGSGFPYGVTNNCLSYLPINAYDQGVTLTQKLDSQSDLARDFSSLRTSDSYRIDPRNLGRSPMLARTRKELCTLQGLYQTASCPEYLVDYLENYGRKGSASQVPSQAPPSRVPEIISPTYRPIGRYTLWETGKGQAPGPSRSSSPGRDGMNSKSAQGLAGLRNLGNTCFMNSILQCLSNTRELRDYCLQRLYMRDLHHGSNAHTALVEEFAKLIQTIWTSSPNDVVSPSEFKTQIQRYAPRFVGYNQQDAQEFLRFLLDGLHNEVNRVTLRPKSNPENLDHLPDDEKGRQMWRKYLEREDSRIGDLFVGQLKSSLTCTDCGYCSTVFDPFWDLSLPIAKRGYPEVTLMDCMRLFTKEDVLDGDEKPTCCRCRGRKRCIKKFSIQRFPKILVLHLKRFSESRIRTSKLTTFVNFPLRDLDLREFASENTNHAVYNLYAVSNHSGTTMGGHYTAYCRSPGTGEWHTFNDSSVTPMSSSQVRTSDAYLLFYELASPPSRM
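Cell-free coupled assay: 10nM USP2 core preincubated 30min RT with compound in Tris-HCl pH 8.0/CaCl2/CHAPS buffer, then 25nM Ub-CHOP2 and 25nM reporter substrate; fluorescence (Ex 485/Em 531) read after 60min RT, normalized to NEM inhibition, concentration-response curves fitted.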
The depositor's hits bear a star; i = inactive; ? = inconclusive; / = not tested or not shown; [ ] = dose if it differs, or a comment. Unless noted, calls follow the shape of the dose curve; as a rule, active = well fitted curve in the direction sought with a large enough effect; inconclusive = small, poorly fitted or top-dose-only effect, or another doubt; inactive = no such curve, though single readings can be large; an effect the other way counts as inactive or inconclusive.

SMILES	GALK inh	Mito fusion yeast	Menin-MLL TR inh	PKM2 act	BCR signal inh	MBNL1 CUG block	Eya2 phos inh	hERG WT inh	ASM inhibitor	TSHR antagonist	USP2a block
O=C(NCCN1CCN(c2ccccc2)CC1)c1ccc(NC(=O)C2CCCO2)cc1 (configuration not stated)	-2%	-5%	1%	-19%	5%	-11%	-8%	0	1%	37	0%
CN1C(=O)NC(c2ccccc2[N+](=O)[O-])C2=C1CC(C)(C)CC2=O (configuration not stated)	3%	6%	-8%	/	2%	10%	12%	0	-1%	-3	6%
O=C(CCC1CCCN(C2C3CC4CC(C3)CC2C4)C1)NCc1ccc(F)c(F)c1 (configuration not stated)	0%	-1%	-5%	-1%	-12%	-4%	-1%	18	0%	-5	1%
CCN(CC)CCN(C(=O)Cn1nnc(-c2ccc(OC)c(OC)c2)n1)C(C(=O)NC1CCCC1)c1ccc(F)cc1 (configuration not stated)	1%	-3%	-9%	-3%	6%	0%	-3%	-7	0%	6	2%
CCS(=O)(=O)NC(C)C(c1cccs1)N1CCN(c2ccc(OC)cc2)CC1 (configuration not stated)	0%	8%	-13%	2%	-4%	0%	-17%	-7	0%	-9	2%
O=C(O)CCC(=O)Nc1ccc(Cc2ccc(NC(=O)CCC(=O)O)c(O)c2)cc1O	0%	-1%	6%	20%	27%	2%	16%	4	5%	16	-4%
CC1CCN(S(=O)(=O)c2ccc(NC(=O)CCN3C(=O)C4CC=CCC4C3=O)cc2)CC1 (configuration not stated)	/	-2%	/	/	1%	/	-2%	13	2%	0	-1%
COc1cc(CC(=O)Nc2cccc(S(=O)(=O)N(C)c3ccccc3)c2)cc(OC)c1OC	/	/	/	/	?	/	1%	-3	-7%	-39	0%
CC1CCCN(c2cc(N(C)CCO)c([N+](=O)[O-])c3nonc23)C1 (configuration not stated)	-1%	1%	1%	-3%	14%	?	-14%	3	-16%	-12	-4%
O=C(CN1C(=O)COc2ccccc21)NCCCN1CCc2ccccc2C1	0%	1%	-12%	-2%	5%	-4%	9%	12	0%	5	3%
COc1coc(C(O)CN)cc1=O (configuration not stated)	2%	0%	-17%	2%	?	-2%	7%	9	8%	3	-2%
CCOc1ccccc1NC(=O)CN1CCC(NC(=O)Nc2ccccc2)CC1	5%	-13%	24%	2%	?	0%	8%	-2	-1%	-8	3%
Cc1nnc2n(-c3ccccc3)c(=O)c3c4c(sc3n12)COC(C(C)C)C4 (configuration not stated)	4%	-3%	-9%	1%	0%	4%	4%	3	-3%	0	3%
CC(=O)NC(CC(=O)Nc1nc(-c2ccccc2)c(C(C)=O)s1)c1ccccc1 (configuration not stated)	2%	-13%	40%[activator]	-6%	-28%	92%[activator]	-4%	1	-2%	-9	-2%
COc1ccccc1-c1nc(C#N)c(NCCCn2ccnc2)o1	3%	-5%	/	-7%	3%	7%	12%	-9	6%	-6	3%
CCCn1c(SCC(=O)C(C)(C)C)nc2ccccc21	10%	-3%	-12%	-7%	-1%	-8%	-14%	i	3%	12	3%
CC(C)(C)OC(=O)C[C@H]1C/C=C\C[C@@H](CC(=O)N(CCO)Cc2ccccc2)C(=O)N[C@@H](c2ccccc2)COC1=O	/	/	/	/	5%	/	-1%	-3	6%	5	3%
CCc1cccc2c(C(=O)Cn3nnc(-c4ccc(OC)c(OC)c4)n3)c[nH]c12	0%	0%	?	-4%	-17%	-10%	-15%	-7	-15%	-5	-1%
O=C(c1ccc(N2CCN(C(=O)c3ccc(F)c(F)c3)CC2)cc1)c1cccc(F)c1	-8%	-4%	/	0%	?	-1%	-22%	19	-5%	17	3%
Cc1ccc(OCC(=O)c2cc(C)n(CC(F)(F)F)c2C)c([N+](=O)[O-])n1	12%	2%	3%	0%	?	?	7%	-12	-2%	-4	-2%
C/C(=N\Nc1nc(C)cc(-c2ccccc2)n1)c1ccc(F)cc1	0%	-9%	5%	-1%	13%	7%	8%	-2	-7%	24	-2%
O=C(C1CCCN1S(=O)(=O)c1ccc(Cl)cc1)N1CCN(c2ccccc2)CC1 (configuration not stated)	/	/	/	/	-4%	/	4%	1	2%	2	-2%
Cn1c(=O)c2c(ncn2Cc2cc(-c3ccccc3)no2)n(C)c1=O	1%	-6%	6%	0%	-6%	-9%	-21%	1	0%	-3	3%
NC1=NC(=O)C(Cc2ccc(OC(F)(F)F)cc2)S1 (configuration not stated)	-3%	14%	12%	/	-2%	-3%	8%	2	5%	-8	2%
CC(C)N(Cc1cc2ccccc2[nH]c1=O)C(=O)c1cccnc1	-1%	-2%	9%	-1%	-1%	-4%	20%	-4	0%	4	-1%
CCOC(=O)c1c(NC(=O)CSc2nnc(-c3ccco3)o2)sc(C)c1C	/	-13%	10%	-1%	0%	2%	-6%	-1	-13%	-6	1%
COc1ccc(N(CC(=O)Nc2cc(C(=O)O)ccc2C)S(=O)(=O)c2c(C)noc2C)cc1	0%	-1%	-10%	-2%	0%	-6%	-24%	-9	2%	11	-1%
CCC/C(=C1/C(=O)CC(C)(C)C(C(=O)OC)C1=O)N1CCCC1 (configuration not stated)	2%	0%	-7%	-5%	-2%	-3%	4%	1	1%	8	1%
CCOC(=O)N1CCC(NC(=S)Nc2ccc3nc(N4CCN(C)CC4)cc(C)c3c2)CC1	4%	0%	-29%	-4%	?	-5%	2%	0	120%[activator]	2	-1%
Cc1cc(C)nc(N2CCC(C(=O)O)CC2)n1	0%	8%	8%	0%	0%	4%	15%	-3	1%	-3	3%

Copied from the entries so far for reference:
SMILES	GALK inh	Mito fusion yeast	Menin-MLL TR inh	PKM2 act	BCR signal inh	MBNL1 CUG block	Eya2 phos inh	hERG WT inh	ASM inhibitor	TSHR antagonist	USP2a block
CC(=O)NC(CC(=O)Nc1nc(-c2ccccc2)c(C(C)=O)s1)c1ccccc1 (configuration not stated)	2%	-13%	40%[activator]	-6%	-28%	92%[activator]	-4%	1	-2%	-9	-2%
COc1ccccc1-c1nc(C#N)c(NCCCn2ccnc2)o1	3%	-5%	/	-7%	3%	7%	12%	-9	6%	-6	3%
CCCn1c(SCC(=O)C(C)(C)C)nc2ccccc21	10%	-3%	-12%	-7%	-1%	-8%	-14%	i	3%	12	3%
CC(C)(C)OC(=O)C[C@H]1C/C=C\C[C@@H](CC(=O)N(CCO)Cc2ccccc2)C(=O)N[C@@H](c2ccccc2)COC1=O	/	/	/	/	5%	/	-1%	-3	6%	5	3%
CCc1cccc2c(C(=O)Cn3nnc(-c4ccc(OC)c(OC)c4)n3)c[nH]c12	0%	0%	?	-4%	-17%	-10%	-15%	-7	-15%	-5	-1%
O=C(c1ccc(N2CCN(C(=O)c3ccc(F)c(F)c3)CC2)cc1)c1cccc(F)c1	-8%	-4%	/	0%	?	-1%	-22%	19	-5%	17	3%
Cc1ccc(OCC(=O)c2cc(C)n(CC(F)(F)F)c2C)c([N+](=O)[O-])n1	12%	2%	3%	0%	?	?	7%	-12	-2%	-4	-2%

The list is partial. The share of hits here may be higher or lower than overall.
